FN deposition inh: fibronectin deposition inhibition; inhibition, % at 12.6 µM; AH1F fibroblasts, Alexa488-fibronectin deposition fluorescence, overnight; actives 0.086% (n = 350,000); AID 743247;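 active means mean inhibition across replicates of 30% or more, regardless of how many single replicates reach that level; inconclusive means mean under 30% yet at least half of replicates reach 30%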;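 further: positive control wells lacked labelled fibronectin entirely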
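Material: AH1F fibroblasts assembling fluorescent fibronectin matrix; amount: 10000 AH1F cells/well; medium: DMEM, 2% serum; reagent: Alexa488-fibronectin, 24 nM final in well; dosing: single compound dose, delivered by pin transfer; incubation: 1 h adhesion, overnight exposure; detection: fluorescence after three HBSS washes, excitation 485 nm, emission 525 nm; measure: fibronectin deposition inhibition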
EWS-Fli block: inhibitors of EWS/Fli oncoprotein transcriptional activity; A673 NR0B1-luciferase reporter, viability-normalised; inhibition, % at 12.6 µM; actives 0.67% (n = 350,000);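 active means mean inhibition of at least 50% after viability correction, with every replicate also passing that limit; inconclusive means mean reaches 50% but only one of two replicates passes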;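 further: firefly luciferase signal divided by Alamar Blue viability fluorescence both relative to DMSO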
PGC1a acetyl inh: PGC1a acetylation modulation, inhibitor mode | inhibition, % at 15.6 µM | AID 651687 | U2OS PGC1a acetylation, AlphaScreen anti-acetyl-lysine; with virally co-expressed GCN5 acetyltransferase | actives 0.17% (n = 350,000);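 active means every replicate shows inhibition of at least 40%; inconclusive means mean inhibition at least 40% but some replicate below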;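 further: 0% = neutral control wells and 100% = positive control wells; some results beyond the cut were filed as inactive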
ERAP1 HTS inh: ERAP1 (human) enzyme inhibition; recombinant ERAP1, Leu-AMC fluorescence, 60 min; actives 0.15% (n = 340,000); inhibition, % at 10.7 µM; Q9NZ08; AID 652197;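 active means mean replicate inhibition of at least 30%, or all replicates individually reaching that 30% level; inactive means mean below 30% and not every replicate reaching it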;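 further: 0% = neutral control wells and 100% = L-leucinethiol positive control wells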
Target sequence (Q9NZ08 whole entry, looked up): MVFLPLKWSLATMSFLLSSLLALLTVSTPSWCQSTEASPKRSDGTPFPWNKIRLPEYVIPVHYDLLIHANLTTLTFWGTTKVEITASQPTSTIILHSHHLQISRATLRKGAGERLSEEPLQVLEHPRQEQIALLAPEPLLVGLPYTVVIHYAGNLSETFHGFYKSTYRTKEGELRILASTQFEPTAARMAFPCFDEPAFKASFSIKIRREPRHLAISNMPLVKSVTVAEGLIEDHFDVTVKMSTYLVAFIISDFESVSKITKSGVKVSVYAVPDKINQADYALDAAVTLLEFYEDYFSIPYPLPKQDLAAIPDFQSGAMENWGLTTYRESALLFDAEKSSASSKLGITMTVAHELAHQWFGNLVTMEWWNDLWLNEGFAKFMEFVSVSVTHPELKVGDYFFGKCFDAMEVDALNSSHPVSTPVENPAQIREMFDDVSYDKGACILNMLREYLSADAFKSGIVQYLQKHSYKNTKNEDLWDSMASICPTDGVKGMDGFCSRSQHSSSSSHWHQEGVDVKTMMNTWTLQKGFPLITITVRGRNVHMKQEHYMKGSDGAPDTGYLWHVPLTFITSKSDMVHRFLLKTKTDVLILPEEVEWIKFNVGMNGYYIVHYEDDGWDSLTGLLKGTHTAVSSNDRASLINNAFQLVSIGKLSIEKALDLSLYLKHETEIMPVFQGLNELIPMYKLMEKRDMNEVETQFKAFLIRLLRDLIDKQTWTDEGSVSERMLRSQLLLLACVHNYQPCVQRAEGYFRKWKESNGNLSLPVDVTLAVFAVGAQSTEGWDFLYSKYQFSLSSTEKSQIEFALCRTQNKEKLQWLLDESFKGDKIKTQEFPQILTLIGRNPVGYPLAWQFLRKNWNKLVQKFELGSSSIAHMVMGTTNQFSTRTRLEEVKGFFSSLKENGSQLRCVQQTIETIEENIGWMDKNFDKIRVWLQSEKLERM
PglD DTNB: inhibitors of Campylobacter jejuni PglD acetyltransferase; AID 602405; purified PglD enzyme, DTNB colorimetric CoA detection; actives 0.098% (n = 360,000); inhibition, % at 12.5 µM; in the data active means inhibition above about 16%, passing the limit was not always enough; inconclusive means no clear call, values can overlap the other calls; further: strong numbers were not always called active
S100A4 inh HTS: inhibitors of human S100A4 binding to myosin IIA peptide | S100A4/TAMRA-MyoIIA peptide fluorescence polarization | actives 0.14% (n = 360,000) | inhibition, % at 10.7 µM;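 active means mean inhibition of at least 70% across replicates, with every replicate also reaching that level; inconclusive means mean inhibition reaches 70% but some replicates fall short; inactive means mean inhibition below 70%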
Target sequence (P26447 whole entry, looked up): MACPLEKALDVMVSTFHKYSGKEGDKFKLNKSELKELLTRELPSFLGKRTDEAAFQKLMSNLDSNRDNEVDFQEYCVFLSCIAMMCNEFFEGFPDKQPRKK
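Material: S100A4 monomer (human). Medium: Calcium-containing HEPES buffer, pH 7.2. Probe or stimulus: labelled myosin peptide probe, 5 nM. Compound dosing: one concentration per compound. Timing: polarization read 5 min after assay mix addition, stable 5–60 min. Benchmarks: DMSO as neutral control, TFP as positive control.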
LGR2 antag: inhibitors of bursicon-induced Drosophila LGR2 receptor cAMP signaling; HEK293 LGR2, CRE-luciferase, bursicon-stimulated, 4 h; inhibition, % at 9.99 µM; actives 0.35% (n = 380,000); AID 720647;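 active means drop in luminescence signal, shown as inhibition above about 50% in the replicate tests, limit read from the data, passing the limit was not always enough; inconclusive means probably only some replicates passing the limit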;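 further: agonist challenge used bursicon conditioned medium at about half maximal strength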
PAX8 reporter: PAX8 transcriptional activity inhibition. RMG-I TPO-luciferase reporter, SteadyGlo, 24 h. inhibition, % at 12.6 µM. actives 1.2% (n = 360,000). AID 652154;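 active means mean replicate inhibition at least 60% with every replicate also reaching 60%; inconclusive means only one of the two criteria is met; inactive means mean below 60% and not all replicates reaching 60%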;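 further: luciferase light reporting Pax8 driven TPO promoter activity; plate controls were median of neutral control wells for no effect and mitoxantrone controls for full effect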
The depositor's hits bear a star; ? = inconclusive; / = no result given; & = joins results of further samples.

[1] C[C@@H]1CN([C@H](C)CO)C(=O)Cc2cc(NC(=O)NC3CCCCC3)ccc2O[C@@H]1CN(C)S(=O)(=O)c1cn(C)cn1
[2] COCC#Cc1ccc2c(c1)O[C@@H](CN(C)Cc1ccccc1F)[C@H](C)CN([C@H](C)CO)S2(=O)=O
[3] CC1CC(C)CN(CCCNC(=O)c2ccc3nc(N4CCOCC4)sc3c2)C1 (centres undefined)
[4] C[C@H](CO)N1C[C@H](C)[C@@H](CN(C)S(=O)(=O)c2ccc(F)cc2)Oc2cc(C#Cc3ccc(F)cc3)ccc2S1(=O)=O
[5] Cc1csc(=Nc2c(C)n(C)n(-c3ccccc3)c2=O)n1Cc1ccccc1
[6] Cc1ccc(SCC2=NNC(=O)C2)cc1
[7] COc1cccc(C(=O)NCCOc2cc(C)cc(C)c2)c1
[8] COc1cccc(C(NC(C)=O)c2nc(-c3ccccc3)cs2)c1 (centres undefined)

Screen / compound no.	1	2	3	4	5	6	7	8
FN deposition inh	/	/	-4	-4	/	-26	-2	-1
EWS-Fli block	-1	15	2	19	-52	/	/	0
PGC1a acetyl inh	-1	-13	-13	0	2&-6	4	25	-4
ERAP1 HTS inh	-3	-3	/	-4	0	/	/	-2
PglD DTNB	1	-2	/	0	-4&1	11	5	-3
S100A4 inh HTS	7	-1	5	-14	-1	/	/	-1
LGR2 antag	-8	0	-24	-5	23	/	-34	3
PAX8 reporter	/	/	-24	/	8	-12	10	-13

One compound at a time (already shown):
COc1cccc(C(=O)NCCOc2cc(C)cc(C)c2)c1 across the screens: FN deposition inh = -2; EWS-Fli block = /; PGC1a acetyl inh = 25; ERAP1 HTS inh = /; PglD DTNB = 5; S100A4 inh HTS = /; LGR2 antag = -34; PAX8 reporter = 10
CC1CC(C)CN(CCCNC(=O)c2ccc3nc(N4CCOCC4)sc3c2)C1 (centres undefined) across the screens: FN deposition inh = -4; EWS-Fli block = 2; PGC1a acetyl inh = -13; ERAP1 HTS inh = /; PglD DTNB = /; S100A4 inh HTS = 5; LGR2 antag = -24; PAX8 reporter = -24
COc1cccc(C(NC(C)=O)c2nc(-c3ccccc3)cs2)c1 (centres undefined) across the screens: FN deposition inh = -1; EWS-Fli block = 0; PGC1a acetyl inh = -4; ERAP1 HTS inh = -2; PglD DTNB = -3; S100A4 inh HTS = -1; LGR2 antag = 3; PAX8 reporter = -13

More records follow.
[9] Cn1ncc(Cl)c1C(=O)N1CCN(C(=O)c2ccco2)CC1
[10] Cc1ccc(S(=O)(=O)N(C)C[C@H]2Oc3ccc(NC(=O)Nc4ccc(C(F)(F)F)cc4)cc3CC(=O)N([C@@H](C)CO)C[C@H]2C)cc1
[11] CO[C@@H]1CN(C)C(=O)c2cc(NS(C)(=O)=O)ccc2OC[C@H](C)N(C(=O)C2CC2)C[C@@H]1C
[12] CC(=O)Oc1ccc(C(=O)Nc2ccccc2NC(=O)c2ccc(OC(C)=O)cc2)cc1
[13] O=C(CN1C(=O)NC2(CCCC2)C1=O)OCc1ccccc1F
[14] CC(C)(C)[S@@](=O)N1Cc2cc(C(=O)N3CCOCC3)nc(-c3cccc(Br)c3)c2[C@H]1CCO
[15] CCC(=O)N1C[C@H](C)[C@H](OC)CN(C)C(=O)c2ccc(NC(=O)CC(F)(F)F)cc2OC[C@@H]1C
[16] O=C(N/N=C/c1cccnc1)c1ccc(NC(=O)c2ccc(F)cc2)cc1

Screen / compound no.	9	10	11	12	13	14	15	16
FN deposition inh	-2	3	-7	-3	1	-16	-20	2
EWS-Fli block	-4	-8	0	9	-13	-5	-13	4
PGC1a acetyl inh	-2	3	-3	1	/	/	10	/
ERAP1 HTS inh	-1	-2	0	-2	-2	2	/	2
PglD DTNB	/	1	-2	0	-2	/	7	-5
S100A4 inh HTS	2	0	1	0	-16	-105	/	-1
LGR2 antag	14	13	-3	14	3	15	-6	10
PAX8 reporter	22	99*	-17	28	-15	-10	3	-1

[17] COc1ccc(S(=O)(=O)N(C)C[C@H]2OCCCC[C@H](C)Oc3ccc(NC(=O)NC4CCCCC4)cc3C(=O)N([C@H](C)CO)C[C@H]2C)cc1
[18] CCCCNC(=O)c1[nH]c(C2CCNCC2)nc1-c1cccc(C(F)(F)F)c1
[19] NC(=O)COC(=O)c1ccc(-c2ccc(O)cc2)cc1
[20] C[C@@H]1CCCCO[C@H](CN(C)S(=O)(=O)c2ccccc2)[C@H](C)CN([C@H](C)CO)C(=O)c2cc(NC(=O)Nc3ccccc3)ccc2O1
[21] O=C(Nc1ccc(S(=O)(=O)N2CCCCC2c2cccnc2)cc1)c1ccccc1F (centres undefined)
[22] Cc1ccc(NC2CCCN(C(=O)c3ccccc3N3CCOCC3)C2)cc1C (centres undefined)
[23] Cc1ccc(S(=O)(=O)Nc2ccc3c(c2)C(=O)N([C@@H](C)CO)C[C@H](C)[C@H](CN(C)Cc2ccc(C(=O)Nc4ccccc4N)cc2)O3)cc1
[24] c1ccc2c(c1)oc1c(NCC3CCCO3)ncnc12 (centres undefined)

Screen / compound no.	17	18	19	20	21	22	23	24
FN deposition inh	-7	5	-1	/	2	-2	/	2
EWS-Fli block	-2	2	8	-10	6	/	?	/
PGC1a acetyl inh	-6	/	-1	-11	-3	-3	-3	19
ERAP1 HTS inh	2	-3	1	1	-2	-5	1	/
PglD DTNB	2	/	-4	2	5	-4	2	4
S100A4 inh HTS	-6	5	-4	18	-6	-7	-2	/
LGR2 antag	-7	-6	-7	/	7	1	8	/
PAX8 reporter	-14	-11	-3	32	10	5	57	-1

[25] CC(NC(=O)c1cc(S(=O)(=O)N(C)C)ccc1N1CCCC1)C1CC2CCC1C2 (centres undefined)
[26] O=C(COc1ccc(C(=S)N2CCOCC2)cc1Cl)Nc1ccccc1Cl
[27] O=C(OC[C@@H]1[C@H]2c3ccccc3O[C@]1(CO)N=C1Sc3ccc([N+](=O)[O-])cc3C(=O)N12)c1ccccc1
[28] Cc1noc(C)c1NC(=O)N(C)C[C@H]1Oc2ccc(NC(=O)C3CC3)cc2CC(=O)N([C@H](C)CO)C[C@H]1C
[29] S=c1nc(NCc2cccc(Cl)c2)c2ccccc2[nH]1
[30] COc1ccc(/C=C(\C#N)C(=O)N=CN(C)C)cc1
[31] C[C@H](CO)N1C[C@H](C)[C@@H](CN(C)S(C)(=O)=O)Oc2ccc(NC(=O)Cn3cnnn3)cc2C1=O
[32] CC(OC(=O)c1cccc(S(=O)(=O)N2CCCCC2)c1)C(=O)NC1CCCCC1C (centres undefined)

Screen / compound no.	25	26	27	28	29	30	31	32
FN deposition inh	2	/	/	/	14	-5	-6	3
EWS-Fli block	3	-6	-4	-2	5	6	-2&0	-3
PGC1a acetyl inh	-6	12	-10	11	-14	/	-6&3	/
ERAP1 HTS inh	-2	-1	5	0	-11	-2	-3	0
PglD DTNB	/	/	7	-6	-2	/	0&-1	5
S100A4 inh HTS	10	-3	7	32	1	-11	-16&0	-18
LGR2 antag	1	-25	/	1	8	-7	-3	11
PAX8 reporter	4	-35	8	/	-9	3	5	-15

[33] O=C1CC2c3ccccc3C1C1C(=O)N(Cc3ccccc3)C(=O)C21 (centres undefined)
[34] COc1ccccc1-c1cnn2c(N3CCOCC3)cc(C)nc12
[35] O=C(CCCCl)N1CCc2[nH]c3ccccc3c2C1
[36] Cc1cnn(C(=O)c2ccccc2Br)c1
[37] COc1ccccc1-c1ccc2c(c1)O[C@@H](CN(C)CC1CCOCC1)[C@@H](C)CN([C@@H](C)CO)S2(=O)=O
[38] O=C(c1ccccc1F)N1C[C@@H]2[C@H](c3ccccc31)[C@@H](CO)N2C(=O)c1ccccc1
[39] CC1CC(C)(C)CC2(C1)NC(=O)N(CC(=O)N1CCN(S(=O)(=O)c3cccs3)CC1)C2=O (centres undefined)
[40] Cc1nc2c(C(=O)NCc3ccccc3Cl)c[nH]n2c(=O)c1Cl

Screen / compound no.	33	34	35	36	37	38	39	40
FN deposition inh	/	13	7	/	-4	12	-1	/
EWS-Fli block	-23	-88	9	-7	6	-5	3	11
PGC1a acetyl inh	4	-9	/	/	-6	2	10	/
ERAP1 HTS inh	0	10	-4	0	-1	-1	-1	-3
PglD DTNB	/	1	/	/	0	-8	2	/
S100A4 inh HTS	-2	4	16	4	15	-2	-9	5
LGR2 antag	7	-38	10	7	26	-8	7	-19
PAX8 reporter	14	-62	7	/	7	7	42	/

[41] Cc1ccc(C(=O)N2CCC(n3nccc3NC(=O)c3ccccc3C)CC2)cn1
[42] Cc1ccnc(SCCn2c(N3CC(C)CC(C)C3)nc3c2c(=O)n(C)c(=O)n3C)n1 (centres undefined)
[43] COC(C[C@H](O)C[C@H](O)[C@H](C)OCc1ccccc1)OC
[44] CN(C(=O)COC(=O)CCC1CCCCC1)c1c(N)n(Cc2ccccc2)c(=O)[nH]c1=O
[45] COc1cccc(C(O)c2nc(-c3cccc(NC(C)=O)c3)cs2)c1 (centres undefined)
[46] COc1ccc(/C=C(/Sc2nnc(-c3ccc(Cl)cc3)o2)C(=O)O)cc1
[47] C=CCNC(=O)C1CCN(c2ccc(S(=O)(=O)N3CCOCC3)cc2Cl)CC1
[48] Cc1cn([C@H]2C[C@H](O)[C@@H](CNC(=O)[C@@H]3C[C@H](F)CN3)O2)c(=O)[nH]c1=O

Screen / compound no.	41	42	43	44	45	46	47	48
FN deposition inh	-5	4	1	-1	10	4	-6	13
EWS-Fli block	-6	/	-3	1	3	12	-3	-1
PGC1a acetyl inh	/	-41	-11	2	/	/	8	2
ERAP1 HTS inh	5	/	-2	-3	-1	1	0	3
PglD DTNB	1	1	-4	0	0	/	/	0
S100A4 inh HTS	-5	/	-1	-24	-2	-6	-5	3
LGR2 antag	6	/	21	14	9	-1	-3	-13
PAX8 reporter	-4	10	-4	-21	-7	9	-6	-47

[49] CC(=O)N1C[C@H]2[C@@H](c3ccccc31)[C@H](CO)N2C(=O)CC1CC1
[50] CC(NC(=O)C(=O)c1cn(CC(=O)N2CCCC2)c2ccccc12)c1ccccc1 (centres undefined)
[51] COc1cc2sc3cc(NCc4ccc5c(c4)OCO5)ccc3c(=O)c2cc1OC
[52] CN(C)S(=O)(=O)N1CCC(Oc2ccc(C(=O)NCC(C)(C)CO)cc2)CC1
[53] CCOc1cc(-c2noc(N)c2C#N)cc(OCC)c1OCC
[54] COc1ccc(NC(=O)N2C[C@@H](O)COC[C@H]3O[C@H](CC(=O)NC4Cc5ccccc5C4)CC[C@@H]32)cc1
[55] O=C(CN1C(=O)c2ccccc2C1=O)N1CCN(C(=O)c2ccco2)CC1
[56] Cc1c(C#N)c2ccccc2n1CC(=O)N1CCCC1

Screen / compound no.	49	50	51	52	53	54	55	56
FN deposition inh	/	-1	-7	/	8	5	2	-7
EWS-Fli block	1	-7	-47	23	/	1	/	/
PGC1a acetyl inh	-31	/	-11	/	-9	0	0	-1
ERAP1 HTS inh	4	-3	0	3	/	-1	/	/
PglD DTNB	-2	3	-2	/	-1	1	3	2
S100A4 inh HTS	4	-4	-5	0	/	1	/	/
LGR2 antag	5	16	-49	-2	/	14	11	/
PAX8 reporter	-1	9	-107	15	-2	14	/	5
